mIDH1 inhibitor – blocks human mutant IDH1 R132H enzyme; IDH1-R132H enzyme, NADPH consumption, diaphorase/resazurin fluorescence; 390,000 tested, 0.093% active; Potency, µM (titrated, usually from 76.6 µM), for the others: top-dose activity change, negative = inhibition, usual class: inhibitors; O75874; also: potency is read from the fitted curve at half-maximal effect; % is scaled to controls: 0 for no effect and ±100 for the full control effect; nearly all actives have a fitted effect of over 65% in size
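IDH1-R132H (0.5 ug/mL) preincubated 30 min with compound, then NADPH (0.016 mM) and alpha-KG (2 mM) added; 80 min at RT, pH 7.5. Remaining NADPH coupled via diaphorase/resazurin to fluorescence (540/590 nm); concentration-response curves normalized to no-enzyme control.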
TRHR agonist – agonists of human TRH receptor; P34981; TRHR cells, calcium flux fluo-8, FDSS agonist mode; activation, % at 2 µM; 360,000 tested, 0.18% active; AID 493084; in the data active = activation above about 30%; also: 0% is about no effect
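Steps: seed TRHR cells overnight; add fluo-8 no-wash Ca dye, RT 30 min–1.5 h; record 10 s baseline; pin-transfer compounds; monitor fluorescence 1 cycle/s for the agonist window. Calcium increases flag candidate agonists.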
USP1 inh – inhibitors of human USP1/UAF1 deubiquitinase | O94782 | recombinant USP1/UAF1, Ub-Rhodamine cleavage fluorescence | Potency, µM (doses to about 57.1 µM), without a hit: at the highest dose activity change, negative = inhibition, actives largely listed as inhibitors | 390,000 tested, 0.23% active; also: potency is read from the fitted curve at half-maximal effect; % is scaled to controls: 0 for no effect and ±100 for the full control effect; nearly all actives have a fitted effect of over 60% in size; inactives centre near -12
Target sequence (O94782 whole entry, looked up): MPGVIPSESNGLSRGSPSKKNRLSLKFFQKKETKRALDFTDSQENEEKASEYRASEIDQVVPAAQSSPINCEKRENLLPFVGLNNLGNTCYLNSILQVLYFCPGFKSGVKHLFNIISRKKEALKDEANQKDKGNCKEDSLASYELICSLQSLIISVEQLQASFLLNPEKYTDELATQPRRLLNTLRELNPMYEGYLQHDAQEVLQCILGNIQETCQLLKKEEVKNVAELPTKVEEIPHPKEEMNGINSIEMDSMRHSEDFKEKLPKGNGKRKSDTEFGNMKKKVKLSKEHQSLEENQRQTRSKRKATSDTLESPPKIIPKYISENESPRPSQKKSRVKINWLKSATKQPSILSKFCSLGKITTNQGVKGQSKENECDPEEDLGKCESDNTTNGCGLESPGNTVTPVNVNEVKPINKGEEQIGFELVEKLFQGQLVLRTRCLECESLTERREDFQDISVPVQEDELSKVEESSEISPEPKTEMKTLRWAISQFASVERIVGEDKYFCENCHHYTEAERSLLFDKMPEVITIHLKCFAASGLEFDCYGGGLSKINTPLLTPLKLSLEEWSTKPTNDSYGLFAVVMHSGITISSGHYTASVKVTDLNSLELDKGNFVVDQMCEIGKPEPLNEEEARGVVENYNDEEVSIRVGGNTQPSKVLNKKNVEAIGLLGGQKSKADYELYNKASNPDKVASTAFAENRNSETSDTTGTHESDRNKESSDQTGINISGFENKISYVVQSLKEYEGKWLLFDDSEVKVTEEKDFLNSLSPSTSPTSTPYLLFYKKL
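USP1/UAF1 complex (1 nM) preincubated 15 min at room temperature with compound, then Ub-Rho substrate (150 nM final) added. Kinetic fluorescence at 480/540 nm over 6 reads at 60 s intervals; 50 mM HEPES pH 7.8, 0.5 mM EDTA, 0.1 mg/ml BSA, 1 mM TCEP, 0.01% Tween-20.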
PI4K2A inh – inhibitors of human PI4K2A; Q9BTU6; activity change, negative = inhibition, % at 76.9 µM; purified PI4K2A, ADP-Glo luminescence, 1 h; stronger effect = lower value; 420,000 tested, 0.13% active; in the data active = activity change below about -50%; inconclusive = mostly about -30% to -49%;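 also: -100% = wells without enzyme as full effect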
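In this quantitative HTS, ADP production by PI4K2A was quantified luminescently after 1 h at ambient temperature; 100 microM adenosine served as plate-quality control.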
TrxR1 inh – inhibitors of rat thioredoxin reductase 1; O89049; recombinant rTrxR1, NADPH fluorescence consumption, selenite substrate; Potency, µM (doses to about 114 µM), inactives show at the top dose activity change, negative = inhibition, hits mostly inhibitors; 390,000 tested, 1% active; also: potency is read from the fitted curve at half-maximal effect; % is scaled to controls: 0 for no effect and ±100 for the full control effect; nearly all actives have a fitted effect of over 65% in size
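Rat TrxR1 (90 nM in the dispensed reagent) was pre-reduced with 400 uM NADPH for 5 min at room temperature, then incubated with compound for 15 min. After 400 uM selenite was added, NADPH fluorescence (Ex 340/Em 450 nm) was followed for 8 min.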
D2 agonist – D2 dopamine receptor (human) agonism; P14416; HEK293 T-REx D2 cells, calcium flux agonist mode; activation, % at 2 µM; 340,000 tested, 0.53% active; AID 485358;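 active = activation over 3 SD above normal in the single-dose calcium agonist read, cut at about 30% in these data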; also: 0% is about no effect
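Agonism is scored from calcium flux in a force-coupled, inducible HEK293 cell line expressing D2, read kinetically for 180 s after compound addition against dopamine controls.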
D2 antagonist – antagonists of human D2 dopamine receptor. inhibition, % at 10 µM. P14416. HEK293 TREx D2 cells, calcium flux, dopamine EC80. 340,000 tested, 2% active. AID 485344; in the data active = inhibition above about 30%; also: 0% is about no effect
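Tetracycline-induced HEK293 TREx cells expressing D2 receptor forced-coupled to calcium signalling, loaded with no-wash calcium dye. Compounds added and calcium flux read 180 s, then dopamine added at EC80 and read a further 180 s.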
TRHR PAM – allosterically enhances the human TRH receptor; 360,000 tested, 0.66% active; TRHR cells, fluo-8 calcium fluorescence, EC20 TRH enhancement; enhancement, % at 2 µM; in the data active = enhancement above about 30%; also: 0% is about no effect
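Enhancer read-out: after compound pinning and an initial kinetic agonist-mode read, an EC20 of TRH (10 nM final) was injected and fluo-8 calcium signal (Ex 480/Em 530) followed at 1 s/cycle for 100 cycles in TRHR-expressing cells.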
TrxR1 substrate – rat thioredoxin reductase 1 substrate activity; O89049; purified TrxR1 substrate turnover, NADPH consumption readout; Potency, µM (top dose mostly 114 µM), without a hit: top-dose activity change, negative = substrate turnover; 390,000 tested, 0.01% active; AID 588456; also: potency is read from the fitted curve at half-maximal effect; % is scaled to controls: 0 for no effect and ±100 for the full control effect; nearly all actives have a fitted effect of over 50% in size
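Rat TrxR1, dispensed at 90 nM, was prereduced with 400 uM NADPH (final) for 5 min at ~22 deg C, then incubated with compound 15 min before 400 uM selenite. A first-read NADPH fluorescence drop versus no-compound background flagged substrates.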
* = called active by the depositor; ? = inconclusive; . = no result given; & = joins results of further samples; [ ] = remark or other dose. Unless noted, calls follow the shape of the dose curve; as a rule, active = well fitted inhibition curve with a large enough effect; inconclusive = small, poorly fitted or top-dose-only effect; inactive = no such curve, though single readings can be large or run the other way. These rows are one share of the data. The share of hits here may be higher or lower than overall.

SMILES | mIDH1 inhibitor | TRHR agonist | USP1 inh | PI4K2A inh | TrxR1 inh | D2 agonist | D2 antagonist | TRHR PAM | TrxR1 substrate
CN1CCN(c2ccc(S(C)(=O)=O)cc2[N+](=O)[O-])CC1 | 4% | 0.1 | -3% | -24 | 18%[57.1 µM] | 1.4 | 6 | -16 | 7%[57.1 µM]
CC(C)(C)NC(=O)C1CC2CCCCC2CN1 (stereo unspecified) | 5% | -0.1 | -13% | -1 | 19% | 0.5 | 64* | -4 | 4%
C=CCN1C(=O)NC(=O)/C(=C/c2ccoc2)C1=O | 1% | 5.1 | -14% | -6 | ? | 0.7 | 12 | -1 | -12%
O=C(NC1(C(F)(F)F)Oc2ccccc2O1)N1CCC2(CC1)OCCO2 | 6% | 0.0 | -18% | 1 | ? | 0.8 | -10 | 4 | 4%
CC(C)c1ccc(NC(=O)CCNC(=O)N2C[C@H]3C[C@@H](C2)c2cccc(=O)n2C3)cc1 | 21% | 0.2 | 1% | 2 | 14% | -0.2 | -8 | -7 | -1%
CC(C)c1onc(C(=O)N2CCC3(CC2)OCCO3)c1[N+](=O)[O-] | -12% | 0.1 | -17% | -3 | 12% | -1.0 | 8 | -2 | -5%
Cc1cc(C)cc(N2C(=O)NC(=O)/C(=C\c3cc(C)n(C)c3C)C2=O)c1 | -6% | -0.1 | 1% | -2 | 1%[57.1 µM] | 0.5 | 0 | -1 | 3%[57.1 µM]
COc1ccc(CN2CCCCC2c2cccnc2)cc1C (stereo unspecified) | -1% | -0.2 | -8% | -3 | 4% | . | . | 1 | 4%
O=C(c1n[nH]c(=O)c2ccccc12)N1CCC2(CC1)OCCO2 | 8% | 0.4 | -3% | -1 | 36%[57.1 µM] | -0.2 | 0 | 6 | -14%[57.1 µM]
Cc1cc(-c2ccccc2)cc(-c2ccccc2)[n+]1CCc1ccccc1 | 3% | -0.4 | -20% | -1 | 34% | -0.2 | -5 | 0 | 19%
CC(C)CC(N(C)C)C1(c2ccc(Cl)cc2)CCC1 (stereo unspecified) | -2%&-5% | . | -2%&-4% | 4&6&1 | 25%&18% | . | . | . | 2%&2%
Cc1c(Oc2cc(NN3CCCCC3)c([N+](=O)[O-])cc2[N+](=O)[O-])cccc1[N+](=O)[O-] | -1% | -0.1 | -12% | -1 | 3% | . | . | -7 | 1%
CCOC(=O)C1=C(C)OC(N)=C(C(=O)OCC)[C@@]12C(=O)N(CC(N)=O)c1ccccc12 | -7% | -0.7 | -11% | 0 | -11% | -1.8 | 13 | -9 | 0%
COc1ccc(C2C(C(=O)N3CCC4(CC3)OCCO4)CC(=O)N2c2ccc(OC)cc2)cc1 (stereo unspecified) | 4% | -0.8 | -8% | 0 | 12%[57.1 µM] | 0.1 | -9 | 6 | 21%[57.1 µM]
COc1ccc(CN2CCN(Cc3ccccc3)CC2)c(OC)c1 | 3% | 0.2 | -9% | 1 | 26% | -0.5 | -14 | 8 | 11%

3 compounds already listed, ordered by length of the SMILES, lowest first:
SMILES | mIDH1 inhibitor | TRHR agonist | USP1 inh | PI4K2A inh | TrxR1 inh | D2 agonist | D2 antagonist | TRHR PAM | TrxR1 substrate
Cc1cc(-c2ccccc2)cc(-c2ccccc2)[n+]1CCc1ccccc1 | 3% | -0.4 | -20% | -1 | 34% | -0.2 | -5 | 0 | 19%
CC(C)c1onc(C(=O)N2CCC3(CC2)OCCO3)c1[N+](=O)[O-] | -12% | 0.1 | -17% | -3 | 12% | -1.0 | 8 | -2 | -5%
CC(C)c1ccc(NC(=O)CCNC(=O)N2C[C@H]3C[C@@H](C2)c2cccc(=O)n2C3)cc1 | 21% | 0.2 | 1% | 2 | 14% | -0.2 | -8 | -7 | -1%

Additional structures follow.
SMILES | mIDH1 inhibitor | TRHR agonist | USP1 inh | PI4K2A inh | TrxR1 inh | D2 agonist | D2 antagonist | TRHR PAM | TrxR1 substrate
CN(C)c1ccc2c(c1)N=C(c1ccco1)OP2(=S)N1CCOCC1 (stereo unspecified) | 4% | 0.2 | -25% | -3 | -3% | 0.3 | -6 | 3 | -6%
O=C(c1cccn2c(=O)c3ccc(Cl)cc3nc12)N1CCC2(CC1)OCCO2 | -4% | -0.8 | -26% | -3 | 11% | 4.6 | -3 | 5 | 88%[activator]
C=CCn1c(O)c(C=NC2CCN(Cc3ccccc3)CC2)c(=O)[nH]c1=O | 8% | 0.0 | -20% | -3 | 11% | -0.6 | -7 | 7 | 0%
COc1ccc(S(=O)(=O)N(C)C[C@H]2Oc3c(NC(=O)NC4CCCCC4)cccc3C(=O)N([C@H](C)CO)C[C@@H]2C)cc1 | 9% | . | ? | 5 | 0% | . | . | . | -9%
COc1ccc2c(c1)c(C(=O)CN1CCN(C)CC1)c(C)n2Cc1ccccc1 | -2% | 0.7 | -11% | 4 | -3%[57.1 µM] | . | . | 4 | 9%[57.1 µM]
Cc1ccccc1NP(=O)(Oc1ccccc1F)Oc1ccccc1F | 0% | 0.6 | -4% | -1 | -2% | 0.0 | -3 | -8 | -7%
COC1C(O)C(C)OC(OC2CCC3(C=O)C(CCC4C3CCC3(C)C(C5=CC(=O)OC5)CCC43O)C2)C1O (stereo unspecified) | -7% | . | -30% | 1 | 6% | . | . | . | 4%
C=CCN1C(=O)C2(C(C(=O)OCC)=C(N)Oc3ccccc32)C2=C1CCCC2=O (stereo unspecified) | 1% | 0.0 | -15% | 3 | 4% | 0.0 | -7 | 2 | 2%
c1ccc(-c2[nH]c[n+](CC3CO3)c2-c2ccccc2)cc1 (stereo unspecified) | . | -0.1 | . | . | . | -0.3 | 7 | 0 | .
O=c1[nH]c(=O)n(-c2ccccc2)c(O)c1C=NC12CN3CN(CN(C3)C1)C2 | . | -0.1 | . | . | . | 2.4 | -8 | -2 | .
COc1ccc(OC)c(-n2c(O)c(/C=C3\C(C)=Nc4ccccc43)c(=O)[nH]c2=O)c1 | 1% | 1.2 | ? | -10 | 5%[11.4 µM] | 0.5 | 5 | 1 | 3%[11.4 µM]
CC1CCC(N(C)C2CCN(C)CC2)CC1 (stereo unspecified) | 2% | 0.0 | -10% | 0 | -5% | 0.3 | -2 | 5 | 2%
COc1cc(OC)c(OC)cc1CNCCc1ccc2c(c1)OCO2 | 18% | 0.3 | -11% | 1 | 8% | -1.3 | 7 | -3 | -2%

Taken from the results shown (2 entries):
SMILES | mIDH1 inhibitor | TRHR agonist | USP1 inh | PI4K2A inh | TrxR1 inh | D2 agonist | D2 antagonist | TRHR PAM | TrxR1 substrate
CN(C)c1ccc2c(c1)N=C(c1ccco1)OP2(=S)N1CCOCC1 (stereo unspecified) | 4% | 0.2 | -25% | -3 | -3% | 0.3 | -6 | 3 | -6%
O=C(c1cccn2c(=O)c3ccc(Cl)cc3nc12)N1CCC2(CC1)OCCO2 | -4% | -0.8 | -26% | -3 | 11% | 4.6 | -3 | 5 | 88%[activator]

Entries of single compounds, quoted from the list:
`CC1CCC(N(C)C2CCN(C)CC2)CC1` (stereo unspecified) reads mIDH1 inhibitor: 2%; TRHR agonist: 0.0; USP1 inh: -10%; PI4K2A inh: 0; TrxR1 inh: -5%; D2 agonist: 0.3; D2 antagonist: -2; TRHR PAM: 5; TrxR1 substrate: 2%
`C=CCn1c(O)c(C=NC2CCN(Cc3ccccc3)CC2)c(=O)[nH]c1=O` reads mIDH1 inhibitor: 8%; TRHR agonist: 0.0; USP1 inh: -20%; PI4K2A inh: -3; TrxR1 inh: 11%; D2 agonist: -0.6; D2 antagonist: -7; TRHR PAM: 7; TrxR1 substrate: 0%
`Cc1cc(-c2ccccc2)cc(-c2ccccc2)[n+]1CCc1ccccc1` reads mIDH1 inhibitor: 3%; TRHR agonist: -0.4; USP1 inh: -20%; PI4K2A inh: -1; TrxR1 inh: 34%; D2 agonist: -0.2; D2 antagonist: -5; TRHR PAM: 0; TrxR1 substrate: 19%

From PubChem BioAssay
